# Source: PubChem BioAssay (Sanford-Burnham Center for Chemical Genomics)
# Jurkat NFkB inh: inhibitors of induced NF-kB luciferase reporter, primary screen, TCR NF-kB activation inhibitor project, cell-based, luminescence, uHTS; Jurkat, PMA/ionomycin-induced NF-kB luciferase reporter; inhibition, % at 4 µM; hit rate 0.53% among 330,000; AID 435003, 2010; in the data active = inhibition above about 50%
# XBP1 UPR activ: activators of adaptive XBP1 UPR arm, primary screen, cell-based, CHO-XBP1 luciferase reporter, luminescence, uHTS | IRE1-XBP1 UPR activation; percent of tunicamycin response, DMSO as zero | activation, % at 20 µM | hit rate 0.33% among 330,000 | AID 463104, 2010;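 active = versus positive control, 20 µM dose yields 30% or more activation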;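 note: 100% = tunicamycin at 10 µg/mL and 0% = DMSO only wells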
#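 Signal: luciferase luminescence; Assay system: CHO-XBP1 luciferase reporter cells; Amount: one thousand reporter cells per well; Dosing: 20 µM single concentration, DMSO 1%; Benchmarks: high control tunicamycin 10 µg/mL final, low control DMSO vehicle only; Schedule: 6 h compound exposure at 37 °C, 5% CO2; Evaluation: percent activation relative to tunicamycin reference.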
# UPR CHOP act: activators of apoptotic CHOP UPR arm, primary screen, cell-based, CHO-CHOP luciferase reporter, luminescence, uHTS; activation, % at 10 µM; UPR activation; percent of tunicamycin response over DMSO baseline; AID 449763, 2010; hit rate 0.34% among 330,000;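 active = at 10 µM dose, activation of 40% or more, normalized to positive control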;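 note: 100% = tunicamycin at 10 µg/mL and 0% = DMSO alone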
#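 Material: CHO-CHOP cells, stable luciferase reporter of PERK-eIF2a-CHOP signalling; quantity: 500 reporter cells seeded per well; buffer or medium: F12 medium containing 10% fetal bovine serum; compound: one dose, 10 µM in 0.5% DMSO; incubation: 6 h compound treatment, 37 °C; measured by: Steady-Glo luciferase luminescence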
# tim23-1 inh: growth inhibitors of tim23-1 mutant yeast, primary screen, luminescence, uHTS; S. cerevisiae tim23-1 growth, BacTiter-Glo luminescence, 24 h; inhibition, % at 20 µM; hit rate 1.3% among 330,000;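 active = growth inhibition of the mutant yeast at or above 50%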;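 note: temperature-sensitive mutant grown at 25 °C; plate controls were DMSO-treated mutant yeast for no effect and medium wells lacking yeast for full effect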
# Mdm2-MdmX inh: inhibitors of human Mdm2-MdmX association, primary screen, cell-based, luminescence, split luciferase, SaOS-2, uHTS. SaOS-2 split-luciferase Mdm2/MdmX complementation. inhibition, % at 8 µM. hit rate 3% among 330,000. Protein Mdm4 (Homo sapiens) + E3 ubiquitin-protein ligase Mdm2 (Homo sapiens), …;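 active = inhibition of at least 50% at 8 µM in the primary screen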
# Target sequence (O15151 whole entry, looked up): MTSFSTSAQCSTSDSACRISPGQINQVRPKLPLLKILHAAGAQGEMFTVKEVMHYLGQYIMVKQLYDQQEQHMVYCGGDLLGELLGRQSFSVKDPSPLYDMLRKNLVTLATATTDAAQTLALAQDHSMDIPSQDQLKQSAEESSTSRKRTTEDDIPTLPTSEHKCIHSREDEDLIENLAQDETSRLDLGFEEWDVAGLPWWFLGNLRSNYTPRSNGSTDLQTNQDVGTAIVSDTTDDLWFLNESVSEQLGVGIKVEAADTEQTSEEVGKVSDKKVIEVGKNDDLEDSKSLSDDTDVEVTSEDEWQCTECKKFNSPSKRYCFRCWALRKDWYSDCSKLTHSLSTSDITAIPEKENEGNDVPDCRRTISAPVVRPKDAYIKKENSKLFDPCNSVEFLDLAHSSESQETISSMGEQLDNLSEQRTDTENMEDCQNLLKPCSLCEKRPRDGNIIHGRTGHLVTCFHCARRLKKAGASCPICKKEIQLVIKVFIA
# Target sequence (Q00987 whole entry, looked up): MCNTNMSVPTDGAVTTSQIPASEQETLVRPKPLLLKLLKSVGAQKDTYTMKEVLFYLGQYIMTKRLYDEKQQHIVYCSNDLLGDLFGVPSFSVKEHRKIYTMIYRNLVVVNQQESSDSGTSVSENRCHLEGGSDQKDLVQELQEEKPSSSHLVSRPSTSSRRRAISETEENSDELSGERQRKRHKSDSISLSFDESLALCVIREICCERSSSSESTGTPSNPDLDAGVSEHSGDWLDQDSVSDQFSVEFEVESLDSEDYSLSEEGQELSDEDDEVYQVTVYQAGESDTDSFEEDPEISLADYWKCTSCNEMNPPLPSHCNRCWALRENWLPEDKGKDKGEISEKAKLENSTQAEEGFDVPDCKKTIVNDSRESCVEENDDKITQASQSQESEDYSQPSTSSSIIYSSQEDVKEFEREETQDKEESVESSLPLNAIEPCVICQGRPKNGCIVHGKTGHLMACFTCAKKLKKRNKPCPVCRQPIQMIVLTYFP
# APJ antagonist: antagonists of human apelin receptor APJ, primary screen, CHO-K1 cells, beta-arrestin complementation, luminescence; hit rate 0.32% among 330,000; P35414; AID 2521, 2010; inhibition, % at 20 µM;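 active = inhibition above about 40% at 20 µM, limit read from the data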;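 note: cells challenged with 10 nM apelin-13 agonist together with compound; plate controls were apelin-13 plus DMSO wells for no effect and DMSO wells lacking apelin-13 for full effect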
# APJ ag: agonists of human apelin receptor APJ, primary screen, CHO-K1 cells, PathHunter beta-arrestin, luminescence; P35414; 0% DMSO wells, 100% apelin; activation, % at 20 µM; hit rate 0.11% among 330,000;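 active = activation more than six SD over the plate average, tested at 20 µM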;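 note: 0% = DMSO alone and 100% = apelin-13 at 10 nM; some results filed as inactive read as strong as hits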
#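 Assay system – PathHunter CHO-K1 APJ (AGTRL-1) beta-arrestin reporter cells · Compound – one dose, 20 µM compound, 1% DMSO · Timing – compound 90 min 25 °C, reagent 1 h · Measured by – luminescence from split beta-galactosidase complementation, Galacton Star/Emerald II substrate · Measure – beta-arrestin recruitment to APJ as agonist activity, luminescent signal · Benchmarks – DMSO vs Apelin-13 10 nM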
# 697 NFkB inh: inhibitors of PMA/ionomycin-induced NF-kB reporter, 697 cells, primary screen, B-cell NF-kB inhibitor project, cell-based, luminescence, uHTS | inhibition, % at 4 µM | hit rate 0.33% among 330,000 | 697 B-cell NF-kB luciferase reporter, 16 h; in the data active = inhibition above about 35%
# * = called active by the depositor. Compounds were not picked by outcome; overall some 5% were active at least once.
SMILES,Jurkat NFkB inh,XBP1 UPR activ,UPR CHOP act,tim23-1 inh,Mdm2-MdmX inh,APJ antagonist,APJ ag,697 NFkB inh
O=c1[nH]c(=O)n(Cc2ccco2)c2c1C(C(F)(F)F)(C(F)(F)F)N=C(c1ccco1)N2,-4,4,0.7,-1,22,13,1,31
CC(CNC(=O)COC(=O)c1cccs1)c1ccccc1 (centres undefined),-20,0,0.1,28,-23,-10,-6,-26
CCc1ccc(Nc2n[n+](-c3ccccc3)c(-c3cc(OC)c(OC)cc3Br)s2)cc1,3,1,5.1,-3,12,-10,-4,-13
CC1=NN(C(=O)c2ccccc2Br)C(O)(c2ccc(Cl)cc2)C1 (centres undefined),2,2,-1.1,9,2,-8,0,-4
CC1CN(C(=O)C(C)Sc2nc3ccccc3s2)CC(C)O1 (centres undefined),-3,-2,-1.6,0,0,2,-4,19
CCN(c1ccccc1)S(=O)(=O)c1ccc(Cl)c(C(=O)OCC(=O)NC(=O)C(C)C)c1,-5,5,-1.1,-7,14,26,-3,12
Clc1ccc(OCc2nnc(SCc3nc4ccccc4[nH]3)n2Cc2ccco2)cc1,2,-1,4.1,34,19,2,-1,-11
Nc1o[nH]c(=O)c1Cc1ccccc1,-14,-1,-0.1,0,-23,-4,-1,-5
CC(=O)N1c2ccccc2NC2=C(C(=O)CC(C)(C)C2)C1c1cccn1C (centres undefined),-5,-2,-1.0,0,23,14,0,9
Nc1nc(NC(=O)c2cccc(S(=O)(=O)N3CCCCCC3)c2)nc(-c2ccccc2)n1,-3,0,-1.0,-16,22,-3,0,-9
COc1cccc(N/N=C(\C#N)S(=O)(=O)C(C)(C)C)c1,-7,-3,-0.6,17,2,2,-2,9
NC(=O)CSc1nnc(-c2ccc3c(c2)OCO3)o1,-52,-4,3.1,16,-65,-11,-2,-38
O=C1CC(NCc2ccc3c(c2)OCO3)C(=O)N1Cc1ccc2c(c1)OCO2 (centres undefined),0,-2,2.2,10,-4,4,6,15
O=C(COC(=O)C(CO)NS(=O)(=O)c1ccc(Br)cc1)Nc1ccc2c(c1)OCCO2 (centres undefined),-11,0,0.1,-8,22,-7,0,-7
CCN(CC)C(=O)c1ccc2c(=O)n(Cc3ccc4c(c3)OCO4)c(=S)[nH]c2c1,-9,-4,-0.5,-3,-10,0,-5,-19
COc1ccccc1-c1c(C(F)(F)F)oc2cc(OC(=O)c3ccccc3[N+](=O)[O-])ccc2c1=O,1,-3,0.2,34,15,4,-1,-23
COc1cccc(C(=O)Nc2cccc(C(=O)NCC(C)C)c2)c1,-9,-1,5.3,7,14,-3,3,-13
COc1cc(C(=O)Nc2ccc(N3CCOCC3)cc2)ccc1OCc1c(C)noc1C,12,-2,0.0,-20,15,1,1,11
CCOc1cc(C2NC(=S)NC(C)=C2C(=O)Nc2ccc(OC)cc2)ccc1O (centres undefined),2,-3,3.0,11,-23,-3,1,-11
COc1ccc(CCNS(=O)(=O)CCNC(=O)c2ccc3c(c2)OCO3)cc1,18,-2,2.2,10,23,16,2,14
Cc1ccccc1-c1nc(SCc2cccnc2)c2c(=O)n(C)c(=O)n(C)c2n1,-1,0,0.6,7,-10,-13,-5,20
O=c1c(-c2ccc(O)cc2O)coc2cc(O)cc(O)c12,9,1,-0.9,6,12,-3,-4,-6
CCCc1nc2sc3c(=O)n(N)cnc3c2c2c1COC(C)(C)C2,2,2,-0.1,1,-15,-3,-4,-13
CN(CCCN1CCOCC1)C(=O)c1ccc2nc(Cc3cccc(Cl)c3)oc2c1,-19,-2,0.7,-6,1,-8,0,-34
Cc1cc(C)c(OCC(=O)OCC(=O)NC2CCC(C)CC2)c(C)c1 (centres undefined),-10,-4,-0.3,7,-2,20,-5,4
Cc1ccc(O)c(CNc2cnc3ccccc3c2)c1,-24,0,6.4,57*,12,13,0,-53
CC(C)Cc1cc(C(=O)N2CCN(C(c3ccccc3)c3ccccc3)CC2)no1,-5,-1,-1.1,19,6,3,-1,-7
COc1ccc(CC(=O)OCC(=O)Nc2ccc(Br)cc2)cc1,-2,-1,-0.8,-6,-15,0,-2,-14
COc1cccc(-c2nc(-c3ccccc3)[nH]c(=O)c2C#N)c1,-3,0,-0.7,10,10,-9,-4,-11
O=C(COC(=O)c1cc(Cl)ccc1Cl)Nc1ccc2[nH]c(=O)[nH]c2c1,7,1,0.4,-12,-12,-60,1,0
CCOc1ccc2[nH]cc(S(=O)(=O)c3ccc(Cl)cc3)c(=O)c2c1,9,-3,-0.6,4,12,-17,-2,-28
COc1ccc(-n2cnnc2SCC(=O)Nc2cc(C(C)(C)C)nn2-c2ccccc2)cc1,-9,-4,0.3,24,-4,-22,1,-15
O=C(Nc1ccc2oc(-c3ccncc3)nc2c1)c1ccc([N+](=O)[O-])o1,44,15,162*,69*,56*,-76,8,-3
O=C(NCc1ccco1)c1ccccc1-c1ccc(C(F)(F)F)cc1,-9,-2,-0.9,2,5,1,-2,-29
COc1ccc(/C=C2\Sc3ccc(C(=O)NCC4CCCO4)cc3N(C)C2=O)cc1 (centres undefined),-16,0,3.9,11,12,6,-4,5
CC1CC(C)CN(CCCNC(=O)C2CCC(=O)N2C2CCCC2)C1 (centres undefined),-6,-3,0.6,-11,-15,14,1,0
Cc1ccc(S(=O)(=O)N2CCCCC2c2cccnc2)c(C)c1C (centres undefined),0,-2,-1.3,27,-9,13,-1,-12
CC(=NCCCn1ccnc1)C1=C(O)c2ccccc2C1=O,-1,-1,-0.6,-10,-3,7,2,21
CCCCCN1CC(=O)N2Cc3[nH]c4ccccc4c3C[C@H]2C1=O,-31,-3,0.2,47,4,5,-4,-29
CCN(CC(=O)Nc1ccccc1C(F)(F)F)C(=O)CN1C(=O)NC2(CCCCC2)C1=O,7,-2,-0.6,-7,-16,-21,-4,3
O=P(O)(O)c1ccccc1OCc1ccccc1,7,0,-1.0,1,33,9,-3,9
CCCC(=O)Nc1ccc(-c2cnc(-c3ccc(NC(=O)CCC)cc3)nc2)cc1,-9,4,5.0,0,-5,-1,-1,13
O=C(CNC(=O)c1ccc(Br)o1)Nc1ccc(F)c(S(=O)(=O)N2CCOCC2)c1,18,-3,1.0,11,6,17,4,7
CCOC(=O)c1sc(NC(=O)c2cc(S(=O)(=O)N3CCOCC3)ccc2C)nc1C,9,-2,-2.4,6,12,24,-3,1
CC1CCCCN1CCCNC(=O)CN1C(=O)c2cccnc2Oc2ccc(Cl)cc21 (centres undefined),-24,-4,-1.5,-5,6,10,-3,1
Cc1cc(C)c2c(-n3cccc3)n[nH]c2n1,-1,-1,0.7,12,19,0,-2,9
Cc1ccc(NC(=O)CSc2nnc(CN3CCOCC3)n2-c2ccccc2)cc1,-2,-1,1.8,27,-10,6,3,-13
CC(C)CC(=O)Nc1cccc(C(C)O)c1 (centres undefined),4,-1,2.3,8,9,-7,-2,13
NC(=O)COC(=O)c1ccc2c(c1)S(=O)(=O)c1ccccc1C2=O,8,-1,-0.4,-1,3,-46,8,11
CC(C)CC(=O)N1CCN(c2ccc([N+](=O)[O-])cc2Cl)CC1,14,0,-2.4,-82,-32,2,-2,15
Cn1c(N)c(C(=O)COC(=O)Cc2ccc(F)cc2)c(=O)n(C)c1=O,12,-1,-1.0,14,24,15,-1,3
CC(=O)c1cccc(NS(=O)(=O)c2ccc(NC(=O)N3CCCCC3)cc2)c1,30,-2,0.2,-9,22,7,6,-13
O=c1c2ccccc2c(C=Nc2ccc(O)cc2)c(O)n1Cc1ccccc1,-52,5,9.4,11,-71,-3,-4,-56
COc1ccc(OCCSc2nc(C)nc3ccccc23)cc1,-8,7,0.6,4,-34,3,-1,-80
OCCN(CCCn1c(C(F)(F)F)nc2ccccc21)c1nc(CN2CCCCC2)cs1,0,1,0.0,9,5,5,7,-14
CN(CC(=O)NCc1ccncc1)S(=O)(=O)c1ccc(F)cc1,-6,-1,-0.7,17,-9,-7,4,4
COC(=O)NNC(=S)NCc1ccc(C)cc1,10,0,1.0,9,11,9,1,2
CCOc1ccc(Cl)cc1S(=O)(=O)N1CCCC1,-3,0,-0.1,-4,16,2,-4,-3
COc1ccc(-c2cc(-c3ccccc3)c(C#N)c(SCC(=O)Nc3ncc(C)s3)n2)cc1,-12,1,-0.2,21,27,-12,-4,-20
CCCC(=O)Nc1cccc(-c2cn3cccnc3n2)c1,-6,3,-0.1,-5,30,-10,-1,-4

# The results go on:
SMILES,Jurkat NFkB inh,XBP1 UPR activ,UPR CHOP act,tim23-1 inh,Mdm2-MdmX inh,APJ antagonist,APJ ag,697 NFkB inh
CCN(CC)C(=O)c1[nH]cnc1C(=O)NCC(=O)OCc1ccccc1,-16,1,-4.6,-3,10,-5,0,13
COc1cccc(/C=C(/C(=O)OCC(=O)NC2CCCCCCC2)c2ccccc2)c1,-6,0,-1.9,17,19,11,-1,-15
O=C(CSc1nc2ccccc2c(=O)[nH]1)Nc1ccc(N2CCOCC2)cc1,12,0,0.7,-3,13,16,-1,-31
CC(C)CN(CC(C)C)CC(O)COc1ccc([N+](=O)[O-])cc1 (centres undefined),6,0,-1.0,-15,14,-12,-1,-5
COc1ccc(S(=O)(=O)Nc2cccc3c2O[C@H](CN(C)Cc2ccc(C(=O)O)cc2)[C@@H](C)CN([C@H](C)CO)C3=O)cc1,6,-3,1.5,12,16,7,-1,4
CC(C)C(NC(=O)c1ccccc1)C(=O)NCCc1ccccc1 (centres undefined),-6,-1,-2.4,-5,3,-6,-4,2
O=C(NCc1cccc(F)c1)c1cccc2c1C(=O)c1ccc(N3CCC(Cc4ccccc4)CC3)cc1S2(=O)=O,15,-2,0.1,-1,9,-2,1,-28
Cc1cc(C(=O)OCC(=O)N(C)c2ccccc2)c(C)o1,-10,-1,1.5,33,-7,12,-3,6
COc1ccc(OC)c(NC(=O)CCNS(=O)(=O)c2ccc3c(c2)oc(=O)n3C)c1,12,1,1.3,-5,-8,-7,-1,9
C=CCC12C=C(OC)C(=O)OC(OC)(C1O)[C@H](c1ccc3c(c1)OCO3)[C@H]2C (some centres undefined),11,-2,1.4,28,27,9,-3,8

# Filtered by structure: those above containing a cyano group
SMILES,Jurkat NFkB inh,XBP1 UPR activ,UPR CHOP act,tim23-1 inh,Mdm2-MdmX inh,APJ antagonist,APJ ag,697 NFkB inh
COc1cccc(N/N=C(\C#N)S(=O)(=O)C(C)(C)C)c1,-7,-3,-0.6,17,2,2,-2,9
COc1cccc(-c2nc(-c3ccccc3)[nH]c(=O)c2C#N)c1,-3,0,-0.7,10,10,-9,-4,-11
COc1ccc(-c2cc(-c3ccccc3)c(C#N)c(SCC(=O)Nc3ncc(C)s3)n2)cc1,-12,1,-0.2,21,27,-12,-4,-20
